H37Rv inhibition – M. tuberculosis growth inhibition, HTS (AID 449762); M. tuberculosis H37Rv growth inhibition, 7H9 media; higher % means a stronger effect; inhibition, % at 25 µM, or IC50 in µM where a hit was titrated; 0.59% of 330,000 active; in the data active means a potency from the dose series; inconclusive means inhibition above about 70% without an active follow-up result;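 further: bacterial growth assessed after seven days of incubation; strong numbers were not always called active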
VEEV TC-83 Vero – inhibitors of VEEV TC-83 cytopathic effect, confirmation, Vero cells (AID 588727). Vero cells, VEEV TC-83 cytopathic effect inhibition; higher % means a stronger effect. inhibition, % at 20 µM, or IC50 in µM where a hit was titrated. 0.13% of 350,000 active; in the data active means a potency from the dose series; inconclusive means inhibition mostly from about 14% at the one dose, without a potency; inactive means the rest, 99 in 100 with inhibition below about 12%; further: strong numbers were not always called active
influenza NS1A – NS1A inhibition, H1N1 influenza, cell based functional assay (AID 504329) | NS1A functional cell-based assay, percent inhibition; higher % means a stronger effect | inhibition, % at 12.5 µM; hits with a dose series show IC50 in µM | 0.3% of 340,000 active; in the data active means a potency from the dose series; inconclusive means inhibition above about 27% without an active follow-up result; further: strong numbers were not always called active
PhoP GFP inhibition – Inhibition of PhoP regulon, Salmonella typhi GFP reporter cells, confirmation, 4 h (AID 1850) | Salmonella Typhi PhoP-promoter GFP reporter, fluorescence, 4 h; higher % means a stronger effect | inhibition, % at 50 µM; hits with a dose series show IC50 in µM | 0.33% of 310,000 active; in the data active means a potency from the dose series; inconclusive means inhibition mostly from about 25% at the one dose, without a potency; inactive means the rest, 99 in 100 with inhibition below about 19%;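 further: 0% = induced wells with vehicle and 100% = uninduced wells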
tuberculosis growth – growth inhibition of non-replicating M. tuberculosis (AID 488890) | Mycobacterium tuberculosis non-replicating, growth inhibition; higher % means a stronger effect | one-dose inhibition, % at 25 µM; IC50 in µM for titrated hits | 0.39% of 320,000 active; in the data active means a potency from the dose series; inconclusive means inhibition mostly from about 82% at the one dose, without a potency; inactive means the rest, 99 in 100 with inhibition below about 76%;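 further: plate controls were DMSO cells for no effect and high antibiotic wells for full effect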
VEEV TC-83 Vero 10K pilot screen – recorded beside VEEV TC-83 Vero, whose call it bears; inhibition, %; measured here: 10K pilot screen inhibition
Active calls of the source: *; i = inactive; ? = inconclusive; . = no result given.

SMILES | H37Rv inhibition | VEEV TC-83 Vero | influenza NS1A | PhoP GFP inhibition | tuberculosis growth | others
CNC(=O)c1[nH]cnc1C(=O)Nc1ccc(C)cc1 | 2% | 4.9% | 0% | 6% | 21%
COc1ccc(-c2cccc(C(=O)Nc3ccccc3C)c2)cc1 | 2% | 0.7% | 8% | -7% | -3%
CCCN1C2CCCC1CC(NC(=O)Nc1ccc(C(C)C)cc1)C2 (configuration not stated) | 7% | 0.6% | 3% | -22% | 21%
O=C(Nc1ccc(C2=NCCN2)cc1)c1ccc(C(=O)Nc2ccc(C3=NCCN3)cc2)c(Cl)c1 | ? | 0.7% | 24% | ? | ?
COc1ccc(NC(=O)CSc2nc(C3CC3)nc3ccccc23)c(OC)c1 | 2% | 1.8% | 11% | -2% | -4%
CC(C)(C)NC(=O)C(c1c[nH]c2ccccc12)N(C(=O)Cn1nnc(-c2ccc(F)cc2)n1)c1cccc(O)c1 (configuration not stated) | 64µM* | 2.3% | 5% | -7% | 24%
Nc1nc2cc(Cl)c(Br)cc2o1 | . | 1.0% | -8% | . | .
O=C(CSc1nc2ccc(Cl)cc2o1)NCc1ccc2c(c1)OCO2 | 7% | 4.9% | 1% | 8% | 2%
CCn1c(SCC(=O)Nc2ccc3c(c2)c2ccccc2n3CC)nnc1-c1ccco1 | 4% | 0.1% | 10% | -10% | 28%
COc1ccc(N2CCN(C(=O)c3cccc(N4C(=O)C5CC=CC(C)C5C4=O)c3)CC2)cc1 (configuration not stated) | -7% | 1.8% | 5% | -9% | 7% | VEEV TC-83 Vero 10K pilot screen=2.2
COc1ccc(OCC(=O)Nc2cccc3ncccc23)cc1 | 1% | 2.7% | 1% | 3% | 53%
CC1=C(C)CC2(SC1)C(=O)N(c1ccccc1)N=C2N (configuration not stated) | 4% | 0.2% | 6% | -2% | -6%
Cc1cccc(C)c1NC(=O)C(c1ccc([N+](=O)[O-])cc1)N(C)C(=O)c1ccccn1 (configuration not stated) | -4% | i | 29% | -6% | -11%
CCC(Sc1nnnn1C)C(=O)Nc1ccc(C(C)=O)cc1 (configuration not stated) | -5% | 1.3% | -15% | -15% | 23%
NC(=O)c1ccccc1NC(=O)/C=C/c1c(Cl)cccc1Cl | 2% | 1.9% | 25% | 3% | 8%
CCCN1CCN(C(=O)Cn2cccc2C(=O)c2ccccc2)CC1 | -5% | 1.0% | 14% | -13% | -11% | VEEV TC-83 Vero 10K pilot screen=0.7
COC(=O)C(Cc1ccc(O)cc1)NC(=O)c1ccccc1OC (configuration not stated) | 4% | 0.5% | 12% | 0% | -6%
COc1ccc(CCNC(=O)c2c(-c3ccccc3Cl)noc2C)cc1 | -2% | 0.4% | 0% | -14% | -13%
Cc1ccc(NC(=O)CN(C)C(C)C(=O)Nc2ccc(S(=O)(=O)N3CCCC3)cc2)cc1 (configuration not stated) | 11% | 6.0% | -8% | 8% | 5%
COc1cccc(C=NNC(=O)CCCC(=O)NN=Cc2cccc(OC)c2)c1 | . | i | 0% | . | .
CCOC(=O)c1sc(NC(=O)CSc2nnc(C)s2)c(C(=O)OCC)c1C | 8% | i | 2% | -12% | 16%
CCOC(=O)N1CCC(NC(=O)CCc2nc(-c3ccccc3F)no2)CC1 | 4% | 1.7% | -2% | 1% | 0%
CC(C)=CCC/C(C)=C/CNC(=O)C[C@H]1C[C@H](C(=O)N(C(C)C)C(C)C)[C@@]2(C)c3[nH]c4ccc(Cl)cc4c3CCN2C1=O | . | i | -18% | . | .
Cc1cc([N+](=O)[O-])ccc1NC(=O)CSc1nncn1-c1cccnc1 | -1% | 0.5% | -5% | 3% | 5%
Nc1ccc2c(c1)C(=O)c1cc([N+](=O)[O-])ccc1-2 | . | 0.0% | 5% | . | .
New compounds follow.
SMILES | H37Rv inhibition | VEEV TC-83 Vero | influenza NS1A | PhoP GFP inhibition | tuberculosis growth | others
CCS(=O)(=O)N1CCC(N2CCC(C)CC2)CC1 | -5% | 4.0% | 8% | -23% | -7%
Cc1ccc(C(=O)NCCCc2ccccc2)c(Cl)c1 | -1% | i | 0% | 6% | 12%
CCOc1cc(N2CCOCC2)c(OCC)cc1NC(=O)COC(=O)c1cccc2ccccc12 | 1% | 0.7% | 11% | -5% | 49%
O=C(CCC(=O)N1CCOc2ccccc21)Nc1ccc(F)cc1F | -3% | 1.4% | 4% | 6% | 14%
Cc1ccc2c(Cl)cc(Cl)c(OCC(=O)N(C(C)C)C(C)C)c2n1 | 12% | 0.1% | -16% | -1% | ?
Nn1c(SCc2ccccc2)nc2ccccc21 | 28µM* | i | 7% | 6% | 51%
O=C(NCCCn1ccnc1)c1ccc(N2CCCCC2)c([N+](=O)[O-])c1 | 2% | i | 4% | 7% | 18%
COc1cc(/C=C/c2cccc[n+]2C)ccc1OCC(=O)Nc1ccccc1 | 4% | 5.9% | -1% | 0% | 33%
O=C(C1CC1)N1CCN=C1SCc1ccc(F)cc1 | -3% | 1.9% | 1% | 16% | 64%
COc1ccc(CCN(C)Cc2ccncc2)cc1OC | 4% | 0.9% | 0% | -7% | 2%
O=C(N/N=C/c1ccccn1)c1[nH]c2ccc([N+](=O)[O-])cc2c1-c1ccccc1 | ? | 8.8% | 14% | 11% | ?
Cc1nnc(NC(=O)Cn2c(=O)sc3ccccc32)s1 | -5% | 0.6% | -10% | . | .
CCCCN([C@H](CO)C(C)C)S(=O)(=O)c1ccccc1Br | . | i | -6% | . | .
CCCS(=O)(=O)c1nc(S(=O)(=O)c2ccc(C)cc2)c(N2CCCC(C)C2)s1 (configuration not stated) | 1% | 1.6% | 4% | 2% | 1%
CCn1cc(/C=C(\NC(=O)c2cc(OC)c(OC)c(OC)c2)C(=O)NCCCN2CCOCC2)c2ccccc21 | -1% | 2.2% | -8% | 1% | 7%
CCC(=O)Nc1ccc2oc(-c3cccc(C)c3)nc2c1 | 6% | 4.7% | 5% | 0% | .
Cc1onc(-c2c(Cl)cccc2Cl)c1COC(=O)c1ccc(Cl)cc1[N+](=O)[O-] | 4% | 1.1% | -1% | -16% | 5%
CCN(CC)C(=O)N1CCN(C(=O)N(CC)CC)CC1 | 9% | 0.9% | -26% | 4% | -27%
O=C(NCC1CCCO1)C1CCC(N2C(=O)c3ccccc3C2=O)CC1 (configuration not stated) | -5% | 1.0% | 5% | 5% | 14%
COC(=O)c1cc(-c2cccc([N+](=O)[O-])c2)c2c(=O)n(C)c(=O)n(C)c2n1 | 19% | 1.1% | 2% | 1% | -21%
CCN(Cc1ccc2c(c1)OCCO2)C(=O)CN1C(=O)NC2(CCc3ccccc32)C1=O (configuration not stated) | -2% | 0.3% | -3% | . | 24%
O=C(NCCC(=O)N1CCCCCCC1)c1ccc(Cl)cc1 | -8% | 4.5% | -13% | 5% | -6%
O=C(c1cc(-c2cccc(Br)c2)nc2ccccc12)N1CCCC1 | 15% | 7.3% | -4% | -7% | 13%
O=C(O)/C(=C\c1ccc(F)cc1)c1ccc(-c2ccccc2)cc1 | -2% | 2.4% | -7% | -7% | 30%
CCCCNC(=S)N(C)/N=C/c1c(F)cccc1F | -2% | i | -7% | -4% | 75%

An excerpt from above in order of formula weight, low to high:
SMILES | H37Rv inhibition | VEEV TC-83 Vero | influenza NS1A | PhoP GFP inhibition | tuberculosis growth | others
Nn1c(SCc2ccccc2)nc2ccccc21 | 28µM* | i | 7% | 6% | 51%
CCS(=O)(=O)N1CCC(N2CCC(C)CC2)CC1 | -5% | 4.0% | 8% | -23% | -7%
O=C(C1CC1)N1CCN=C1SCc1ccc(F)cc1 | -3% | 1.9% | 1% | 16% | 64%
CCCCNC(=S)N(C)/N=C/c1c(F)cccc1F | -2% | i | -7% | -4% | 75%
COc1ccc(CCN(C)Cc2ccncc2)cc1OC | 4% | 0.9% | 0% | -7% | 2%
Cc1ccc(C(=O)NCCCc2ccccc2)c(Cl)c1 | -1% | i | 0% | 6% | 12%
O=C(NCC1CCCO1)C1CCC(N2C(=O)c3ccccc3C2=O)CC1 (configuration not stated) | -5% | 1.0% | 5% | 5% | 14%
O=C(NCCCn1ccnc1)c1ccc(N2CCCCC2)c([N+](=O)[O-])c1 | 2% | i | 4% | 7% | 18%
COc1cc(/C=C/c2cccc[n+]2C)ccc1OCC(=O)Nc1ccccc1 | 4% | 5.9% | -1% | 0% | 33%
CCCCN([C@H](CO)C(C)C)S(=O)(=O)c1ccccc1Br | . | i | -6% | . | .
O=C(c1cc(-c2cccc(Br)c2)nc2ccccc12)N1CCCC1 | 15% | 7.3% | -4% | -7% | 13%
O=C(N/N=C/c1ccccn1)c1[nH]c2ccc([N+](=O)[O-])cc2c1-c1ccccc1 | ? | 8.8% | 14% | 11% | ?
Cc1onc(-c2c(Cl)cccc2Cl)c1COC(=O)c1ccc(Cl)cc1[N+](=O)[O-] | 4% | 1.1% | -1% | -16% | 5%
CCOc1cc(N2CCOCC2)c(OCC)cc1NC(=O)COC(=O)c1cccc2ccccc12 | 1% | 0.7% | 11% | -5% | 49%

(more compounds)
SMILES | H37Rv inhibition | VEEV TC-83 Vero | influenza NS1A | PhoP GFP inhibition | tuberculosis growth | others
Cc1ccc(C2=C/C(=C\c3cccnc3)C(=O)O2)cc1 | -2% | 0.6% | 3% | 0% | 73%
NCC(O)CN(c1ccccc1)c1ccccc1 (configuration not stated) | -6% | 0.8% | 9% | 4% | -1%
Cc1cccc(NC(=S)/N=C(\N)Nc2nc(C)c3ccc(C)cc3n2)c1 | 50% | 8.5% | 14% | -4% | 37%
CCOC(=O)Cc1c(C)nc2c(-c3ccccc3OC)c(C)nn2c1C | 1% | 0.5% | -6% | -10% | 7%
Cc1cccc(NC(=O)CNC(=O)CN2C(=O)NC3(CCCCC3C)C2=O)c1C (configuration not stated) | -6% | 1.6% | -7% | 4% | -3%
COc1ccc(NC(=O)/C(=C\c2ccc(F)cc2)NC(=O)c2ccco2)cc1 | -6% | 2.2% | 2% | -16% | -6%
COc1ccc(CCNC(=O)CCN2C(=O)[C@@H]3Cc4ccccc4CN3C2=O)cc1 | 1% | 3.3% | 4% | 1% | 4%
Cc1cccc(OCC(=O)Nc2ccc(C(=O)O)cc2NC(=O)COc2cccc(C)c2)c1 | 0% | 5.3% | 17% | -98% | 2%
NC(CSC12CC3CC(CC(C3)C1)C2)C(=O)O (configuration not stated) | -5% | 0.2% | -11% | -9% | 10%
CCOC(=O)C1CCCN(C(=O)c2cn(CC(C)C)c(=O)c3cc(OC)c(OC)cc23)C1 (configuration not stated) | -4% | 5.2% | 11% | -6% | 0%
COc1ccc(S(=O)(=O)Cc2ccc(C(=O)N3CCN(c4cccc(C)c4)C(C)C3)o2)cc1 (configuration not stated) | -7% | 8.4% | 12% | 5% | 25%
CC1=C/C(=C/N(C)c2ccccc2)C(=O)S1 | 3% | 0.5% | 13% | 5% | 6%
CCCc1ccc(OCc2ccc(C(=O)NN)o2)c(OC)c1 | 7% | i | -3% | 1% | 10%

Three entries from above, arranged by heavy-atom count, lowest first:
SMILES | H37Rv inhibition | VEEV TC-83 Vero | influenza NS1A | PhoP GFP inhibition | tuberculosis growth | others
Cc1ccc(C2=C/C(=C\c3cccnc3)C(=O)O2)cc1 | -2% | 0.6% | 3% | 0% | 73%
COc1ccc(NC(=O)/C(=C\c2ccc(F)cc2)NC(=O)c2ccco2)cc1 | -6% | 2.2% | 2% | -16% | -6%
COc1ccc(S(=O)(=O)Cc2ccc(C(=O)N3CCN(c4cccc(C)c4)C(C)C3)o2)cc1 (configuration not stated) | -7% | 8.4% | 12% | 5% | 25%
